SSB-PriA inh = K. pneumoniae PriA-SSBct interaction inhibition | 430,000 tested, 0.6% active | inhibition, % at 33 µM | AlphaScreen SSBct-PriA binding, biotinylated peptide | AID 1272365; in the data active = inhibition mostly above about 37%, no sharp cut-off; inactive = mostly below about 20%;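 also: plate controls were negative control peptide for no effect and reference peptide for full effect; strong numbers were not always called active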
* marks the source's active call; other numbers are inactive results; i = inactive; & = joins results of further samples.

No.	SMILES	SSB-PriA inh
1	On1c(-c2ccccc2)c(C(c2ccc(Cl)cc2)N2CCOCC2)c2ccccc21 (configuration not stated)	12
2	O=C(NN=C(CC(=O)c1cccs1)C(F)(F)F)c1cccnc1	0
3	COc1cccc(C(=O)Nc2sccc2C#N)c1OC	-14
4	O=c1[nH]c(O)c(C=C2C=Nc3ccccc32)c(=O)[nH]1	0
5	COc1ccc2nc(-c3ccc(F)c(NC(=O)CC4CCCC4)c3)cn2n1	-18&-8
6	O=C(NCC#CCOc1ccc2c(c1)OCO2)c1cnn(-c2ccccc2)n1	17
7	CC(Oc1ccc(Cl)cc1Cl)C(=O)NCCOc1cc(N2CCOCC2)ncn1 (configuration not stated)	-3
8	O=C(CCC(=O)N1CCS[C@H](c2ccccc2Cl)CC1)c1ccccc1	-19
9	COC(=O)c1c(NC(=O)c2ccc3ncsc3c2)sc2c1CC(C)(C)NC2(C)C	-6
10	Clc1cccc(CSc2cccc3cccnc23)c1	78
11	COc1cccc(/C=N/NC(=O)CSc2ncccn2)c1	i
12	CN1C(=O)C(C)(C)COc2ccc(NC(=O)Cc3cccs3)cc21	-10&30

Other entries follow:
No.	SMILES	SSB-PriA inh
13	S=c1[nH]nc(-c2ccccc2)n1N=Cc1cccc(Br)c1	-14
14	Cc1ccc(-c2csc3nc(SCC(=O)NCCc4ccccc4)n(-c4ccccc4)c(=O)c23)o1	-5
15	CCCCOc1ccc(C(=O)NCCc2csc(-c3ccccc3)n2)cc1	-18
16	Cc1cccn2cc(-c3ccccc3NC(=O)CCn3ccc(=O)[nH]c3=O)nc12	-12
17	CN(C)c1ccc(C(CNC(=O)C(=O)Nc2ccc(F)cc2F)N2CCCC2)cc1 (configuration not stated)	-1
18	CO[C@@H](CNC(=O)c1csc(-c2ccccc2)n1)c1ccccc1Cl	-8
19	Cc1ccc(S(=O)(=O)N=C2CN(C)C(=O)N2C)cc1	-11
20	S=c1[nH]nc(COc2ccccc2)n1N=C/C=C/c1ccccc1	-12
21	O=C(Nc1ccc(S(=O)(=O)Nc2nccs2)cc1)c1cccs1	5
22	O=C(CNC(=O)c1ccccc1)NN=Cc1cn[nH]c1-c1ccccc1	-9
23	O=C(c1cc(-c2cccs2)on1)N1CCSC(c2ccccc2)CC1 (configuration not stated)	-5
24	O=C(c1ccccc1)N1CCCc2ccc(NC(=O)C3(c4cccs4)CCCC3)cc21	-7

By substructure, the entries above with two or more sulfur atoms
No.	SMILES	SSB-PriA inh
9	COC(=O)c1c(NC(=O)c2ccc3ncsc3c2)sc2c1CC(C)(C)NC2(C)C	-6
14	Cc1ccc(-c2csc3nc(SCC(=O)NCCc4ccccc4)n(-c4ccccc4)c(=O)c23)o1	-5
21	O=C(Nc1ccc(S(=O)(=O)Nc2nccs2)cc1)c1cccs1	5
23	O=C(c1cc(-c2cccs2)on1)N1CCSC(c2ccccc2)CC1 (configuration not stated)	-5

The list goes on:
No.	SMILES	SSB-PriA inh
25	COCCCn1c(=O)c2ccccc2n(Cc2nc(-c3cccc(Br)c3)no2)c1=O	-4
26	COc1nn(C)cc1C(=O)NCCc1nc(C)cc(C(F)(F)F)n1	-14
27	Cc1c(C(=O)NN=Cc2cccnc2)sc(=S)n1C	-4
28	COc1cccc(CSc2nc(C)c(CC(=O)NCc3ccc(F)cc3)c(=O)[nH]2)c1	-1
29	COC(=O)c1scc(C)c1NN=C(C)c1ccc(F)cc1	-13
30	COc1cc(C=NNC(=O)CC(=O)NCCc2ccccc2)ccc1O	-14
31	COc1ccc(Cc2nc3ccccc3n2CC(=O)N2CCCCCC2)cc1OC	-11
32	CCOc1ccc(S(=O)(=O)Nc2cc(-c3c(O)ccc4ccccc34)c(O)c3ccccc23)cc1	25
33	O=C(CCCCn1c(=O)c2ccccc2n(CC(=O)c2ccc(Br)cc2)c1=O)NCc1ccc2c(c1)OCO2	-12
34	O=c1nc(SCc2ccc([N+](=O)[O-])cc2)c2c(n1Cc1ccco1)CCCC2	20
35	O=C(NCCSC1CCOCC1)NC1CCCCC1	-5
36	Cc1ccc(NC(=O)C(=O)NCC2CCN(c3ccncc3)CC2)cc1N1CCCC1=O	-17

Next section; it opens with the 3 that closed the last part.
No.	SMILES	SSB-PriA inh
34	O=c1nc(SCc2ccc([N+](=O)[O-])cc2)c2c(n1Cc1ccco1)CCCC2	20
35	O=C(NCCSC1CCOCC1)NC1CCCCC1	-5
36	Cc1ccc(NC(=O)C(=O)NCC2CCN(c3ccncc3)CC2)cc1N1CCCC1=O	-17
37	Cc1cc(S(=O)(=O)N2CCN=C2c2ccccc2)cc([N+](=O)[O-])c1C	21
38	O=C(c1ccco1)N1CCC(c2nnc(C3CC3)s2)CC1	-8
39	Cn1c(C2CCN(S(C)(=O)=O)CC2)nn(CC(=O)N2CCc3ccccc32)c1=O	-9
40	CCn1c(O)c(C=CC=CC=Nc2ccccc2)sc1=S	-9
41	CC1CCN(c2nccnc2Oc2ccc(C(=O)N[C@H]3CCc4ccccc43)cc2)CC1	1
42	Oc1ccccc1C=NNc1ccccc1	7
43	O=C(NN=Cc1ccccc1)c1n[nH]c2c1CCCC2	-17
44	COc1ccc(C[C@](C)(O)CNC(=O)c2cc(Br)cs2)cc1	-8
45	CC(C)c1nnc(C2CCN(C(=O)C3CC=CCC3)CC2)o1 (configuration not stated)	-17
46	CCCC(=NNC(=O)Cc1csc(N2CCOCC2)n1)c1ccccc1	4
47	Cc1cccc(-n2ncc3c(=O)n4c(nc32)SCC4CC(=O)N2CCCC2)c1 (configuration not stated)	-6
48	CCCOc1ccc(C(=O)Nc2ccc(C(=O)OCC)cc2)cc1	-5

Later entries.
No.	SMILES	SSB-PriA inh
49	Cc1ccc2c(c1)c1ncn(CC(C)c3ccccc3)c(=O)c1n2Cc1c(F)cccc1Cl (configuration not stated)	-7
50	Cc1csc(C(=O)N2CCC(c3nnc(C4CC4)o3)CC2)c1	-6
51	COc1ccc(C)cc1NC(=O)Cc1cn(C)c2ccccc12	-12&21
52	O=C(Cn1cnc2ccccc21)Nc1nc2c(s1)COCC2	-14
53	COc1ccc(-c2cc(CNC(=O)c3ccccn3)no2)cc1	-13
54	C[C@](O)(CNC(=O)CCc1ccccc1Br)c1ccco1	-7
55	CN(CC(=O)O)C(=O)NC12CC3CC(C1)CC(c1ccccc1)(C3)C2	2
56	Cc1ccc(OCC(=O)NC(C)c2ccccc2)c(C)c1 (configuration not stated)	-39
57	COc1ccc(C=NNc2ncc(Br)cn2)c(OC)c1	-11
58	CC(=NS(=O)(=O)c1ccc(C)cc1)Nc1cc(C(C)C)c(O)cc1C	5
59	O=C(Nc1nc2c(s1)CCCC2)c1ccc(S(=O)(=O)N2CCc3ccccc3C2)cc1	0
60	Cc1cc(OC2CCN(C(=O)C3c4ccccc4Oc4ccccc43)CC2)cc(=O)o1	0

Continuation:
No.	SMILES	SSB-PriA inh
61	COc1ccc(/C=N\Nc2ccccc2)cc1	18
62	CCn1cccc(-c2nnc(SCC(=O)NCc3ccccc3Cl)n2C)c1=O	-6
63	CCOc1cccc2cc(-c3nnc(NC(=O)c4ccccc4SC)o3)oc12	-6
64	Cn1c(=O)c2c(ncn2CC(=O)NN=Cc2cn[nH]c2-c2ccc(F)cc2)n(C)c1=O	-3
65	O=C(NC[C@H]1CCCO1)C1CCN(c2cc(-n3ccc4ccccc43)ncn2)CC1	5
66	COc1cccc(CSc2nc(CC(=O)Nc3ccc(F)c(F)c3)cc(=O)[nH]2)c1	-12
67	O=C(CCc1ccc(C(F)(F)F)cc1)NC[C@@H](O)Cc1ccccc1	-8
68	Cc1ccc(-n2nnc(C(=O)O)c2C2CC2)cc1	-15
69	CCOc1ccc(OCc2ccc(C(=O)NN=C(C)c3ccccn3)cc2)cc1	-7
70	CCOc1ccc(N2C[C@@H](CNC(=O)NCc3cccs3)CC2=O)cc1	-7
71	CSc1ccccc1NC(=O)C1CN(C(=O)c2cnccn2)C1	-7
72	COc1c(Br)cc(Br)cc1C=NNC(=O)c1ccncc1	-2

Compounds from the list above that contain a CF3 group, in the order listed:
No.	SMILES	SSB-PriA inh
2	O=C(NN=C(CC(=O)c1cccs1)C(F)(F)F)c1cccnc1	0
26	COc1nn(C)cc1C(=O)NCCc1nc(C)cc(C(F)(F)F)n1	-14
67	O=C(CCc1ccc(C(F)(F)F)cc1)NC[C@@H](O)Cc1ccccc1	-8

(listing goes on)
No.	SMILES	SSB-PriA inh
73	O=c1c2c3c(sc2ncn1N=Cc1ccc(Br)o1)CCCC3	-27
74	O=C(NCC1CCCO1)C(=O)NCC(c1ccco1)N1CCOCC1 (configuration not stated)	-21
75	COc1ccccc1NC(=O)Cn1cc(S(=O)(=O)N2CCOCC2)ccc1=O	-19
76	CC(=NNC(=O)c1csc(C)c1C)c1ccco1	-2
77	CCCCSc1nc(C)cc(SCC(=O)NN=Cc2ccccc2)n1	8
78	CC(=NNC(=O)CNC(=O)c1cccc(F)c1)c1ccc2ccccc2c1	-3
79	COCCNC(=O)C(=O)NCCc1ccccc1OC	0
80	Cn1cc(S(=O)(=O)N2CCCN(C(=O)c3cc(-c4cccs4)on3)CC2)cn1	4
81	NS(=O)(=O)c1ccc(CCNC(=O)Cc2cc(-c3ccco3)on2)cc1	-7
82	O=C(O)CCCNC(=O)CC1SC(=NN=Cc2ccccc2O)NC1=O (configuration not stated)	-8
83	Cc1ccc(C(=O)ON=CC2=C(Cl)c3ccccc3CC2)cc1	-9
84	Cc1c(C(=O)NCC(O)Cn2ccccc2=O)cnn1-c1ccccc1 (configuration not stated)	-8

Remaining list, next part.
No.	SMILES	SSB-PriA inh
85	O=C(NCc1ccccc1Cl)N[C@H]1CC(=O)N(c2ccc(F)cc2)C1	-6
86	Cn1c(=O)[nH]c(=O)c2c1ncn2Cc1c(F)cccc1Cl	3
87	Cc1ccc(NC(=S)N=C(N)Nc2nc(C)c3ccccc3n2)cc1C	-5
88	Cc1cc(C(=O)Nc2sc3c(c2C#N)CCN(Cc2ccccc2)C3)on1	-3
89	COc1ccc(S(=O)(=O)Nc2ccc3c(c2)N(C(C)=O)CC3)c(C)c1	-7
90	CON(C)C(=O)c1coc(NC(=O)c2cnccn2)n1	3
91	CC(=NNC(=O)CNC(=O)c1ccco1)c1ccc(Cl)cc1	-12
92	O=C(Nc1ccc2c(c1)OCCO2)C1CCCCN1S(=O)(=O)c1ccc(Cl)s1 (configuration not stated)	-4
93	O=c1c(-c2ccccc2Cl)c(C(F)(F)F)oc2cc(OCc3ccccc3)ccc12	-14
94	COc1ccc(OC)c(-c2ccc(SCC(=O)Nc3ccc(C)c(F)c3)nn2)c1	-11
95	CC(=NNC(=O)NC1CCCCC1)C1CCCCC1	-6
96	Cn1nc(C(=O)NCc2cncc(-c3ccsc3)c2)ccc1=O	-6

(more compounds)
No.	SMILES	SSB-PriA inh
97	C=CCNC(=O)CSc1nc(C)c(CC)c(=O)[nH]1	-27
98	COc1ccc(-c2cc(C(=O)N3CCC(NC(=O)Cc4cccs4)CC3)[nH]n2)cc1	-27
99	CC(C)NC(=O)N1CCC(Oc2ncccc2C#N)CC1	-5
100	Cc1ccc(N(C(=O)c2c(F)cccc2F)C2C=CS(=O)(=O)C2)cc1C (configuration not stated)	-10
101	O=C(Nc1nnc(-c2ccncc2)o1)c1ccc(F)cc1	-14&-10
102	CC(C)(C)C(O)CCNC(=O)Nc1ccc(Cl)c(Cl)c1 (configuration not stated)	0
103	Cc1ccc(C(O)=C2C(=O)C(=O)N(Cc3ccco3)C2c2cccs2)cc1 (configuration not stated)	0
104	O=[N+]([O-])c1cc(C=NN2CCN(Cc3ccccc3)CC2)ccc1Cl	22
105	Cc1ccc(N2C(=O)CSC2=NC(=S)Nc2ccccc2)cc1	1
106	Cc1ccc(S(=O)(=O)N2CCN(Cc3c(C)noc3C)CC2)s1	-12
107	CCOc1ccccc1NC(=O)N(C)c1ccc(Oc2ccc(C)nn2)cc1	3
108	CC(=NNc1nncc2ccccc12)c1ccc(C(C)(C)C)cc1	-1

(listing goes on)
No.	SMILES	SSB-PriA inh
109	CC(=NN=C1SCC(=O)N1c1ccccc1)c1ccc(C)cc1	-1
110	COCCCN1C(=O)C(=O)C(=C(O)c2ccc(C)cc2)C1c1ccccc1 (configuration not stated)	3
111	Nc1c(C(=O)N2CCOCC2)sc(=S)n1-c1ccc(Cl)cc1	3
112	O=C1N(Cc2c(F)cccc2Cl)c2ccccc2S(=O)(=O)N1Cc1ccc(F)cc1	-20
113	COc1ccc(OC)c(NC(=O)c2cc(C3CC3)n(C3CCS(=O)(=O)C3)n2)c1 (configuration not stated)	15
114	CCOC(=O)C1=C(C)N=c2sc(=Cc3cccn3C)c(=O)n2C1c1cccc(OC)c1OC (configuration not stated)	-22
115	COc1cc(N)ccc1N1CCCC1=O	-5
116	COc1ccc(SCC(=O)N2CCN(c3ccccc3)CC2)cc1	4
117	COc1ccc(NC(=O)CSc2ncc(S(=O)(=O)c3ccc(C)cc3C)c(=O)[nH]2)cc1Cl	-12
118	CCOC(=O)c1c(-c2ccc(C)c(C)c2)csc1NC(=O)CSc1n[nH]c(N)n1	14
119	Cc1nc(-c2cccc(NC(=O)c3ccc(OCc4nc(C5CC5)cs4)cc3)c2)cs1	-1
120	O=C(c1ccc(Cl)cc1)c1oc2ccc(Br)cc2c1NC(=O)C1CCCCC1	-11

Additional entries follow:
No.	SMILES	SSB-PriA inh
121	NCc1cnn2ccccc12	-3
122	COc1ccc(-c2noc(Cn3nc(-c4ccc(F)cc4)ccc3=O)n2)c(OC)c1	3
123	CC(=NNC(=O)c1ccc2c(c1)OCO2)c1cccnc1	-10
124	O=C(COc1coc(CN2CCc3ccccc32)cc1=O)c1ccc(Cl)cc1	3
125	CC(=NNC(=O)c1ccccc1)c1ccccc1Br	-11
126	O=C(Nc1ccccc1F)N1CC(Oc2nc3c(Cl)cccc3s2)C1	9
127	N#Cc1cccc(C(=O)NCc2ccccc2-c2ccsc2)c1	-2
128	O=C(NCC1CCN(c2ccncc2)CC1)c1ccccc1Cl	-1
129	COc1ccccc1OCC(=O)Nc1ccc2c(c1)N(C(=O)c1cccs1)CC2	4
130	COc1ccc(NC(=O)Cn2nc(C3CCN(S(C)(=O)=O)CC3)n(C)c2=O)cc1	3
131	CC(=O)Nc1ccc(S(=O)(=O)Nc2ccc3c(c2)N(C(C)=O)CC3)cc1	6
132	O=C(Cn1cc(S(=O)(=O)c2ccccc2)c2ccccc21)NCc1ccco1	-14&-13
133	CCOC(=O)c1c(NC(=O)c2cccc(-n3cnnn3)c2)sc(C)c1C	-1
134	CC(C)(C)c1cc(C(=O)NN=Cc2cc3c(cc2Br)OCO3)n[nH]1	11

Source: PubChem (Small Molecule Screening Facility, UW Madison)

These rows are one share of the data, so the mix of outcomes need not match the whole.
